Dengue-2 NS5 capping: flavivirus cap methylation enzyme inhibition – biochemical, confirmation dose response, primary screen (AID 588689). 340,000 tested, 0.3% active. inhibition, % at 25 µM, or IC50 in µM where a hit was titrated. Dengue-2 NS5 methyltransferase capping enzyme assay, biochemical; higher % means a stronger effect; in the data active = a potency from the dose series; inconclusive = inhibition above about 29% without an active follow-up result
HIV peptide binding: inhibitors of HIV fusion peptide binding, primary screen, biochemical, uHTS, fluorescence dequenching (AID 1986) | cell-free peptide binding, fluorescence dequenching, 30 min; higher % means a stronger effect | one-dose inhibition, % at 20 µM; IC50 in µM for titrated hits | 290,000 tested, 0.3% active; in the data active = inhibition mostly above about 52%, no sharp cut-off; inactive = mostly below about 76%; also: some results filed as inactive read as strong as hits
LYP phosphatase: PTPN22 lymphoid phosphatase activity blockers – biochemical, fluorescence intensity, uHTS (AID 1779); recombinant LYP phosphatase, fluorescence intensity; higher % means a stronger effect; inhibition, % at 11.5 µM; hits with a dose series show IC50 in µM; 290,000 tested, 0.054% active;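 also: plate controls were vehicle with enzyme for no effect and no enzyme for full effect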
NOD2 inhibition: NOD2 signaling inhibitors, cell-based, luminescence, uHTS, HEK293 (AID 1566). 290,000 tested, 0.63% active. HEK293 NOD2/NF-kB luciferase reporter, luminescence; higher % means a stronger effect. inhibition, % at 4 µM, or EC50 in µM where a hit was titrated; also: many of its hits are not listed in these tables
Myeloid diff MLP: myeloid differentiation induction. calls only at 10 µM. ER-HoxA9 myeloid progenitors, lysozyme-GFP differentiation, flow cytometry. 360,000 tested, 1% active;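 active = normalized GFP-positive differentiation at or above the plate's own cutoff, the solvent-only control mean plus 3 SD; inconclusive = no clear call, values can overlap the other calls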;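 also: cells exposed to compound for four days before flow analysis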
Hep lipid drop: modulators of hepatic lipid droplet formation | AML12 mouse hepatocytes, oleate lipid droplets, BODIPY imaging | inhibition, % at 6.5 µM | 240,000 tested, 0.4% active | AID 1656;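 active = lipid droplet intensity inhibited by at least 50%, with more than 500 cells counted; inconclusive = wells with under 300 cells, treated as cytotoxic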
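material = mouse AML12 hepatocyte cell line, fixed after treatment | also added = 100 µM oleic acid challenge | doses = compound at 6.5 µM only | schedule = overnight exposure | technique = Image-based BODIPY and DAPI two-channel analysis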
AID2073: disruptors of CaV2.2 binding to Mint1 – biochemical, HTRF (AID 2073) | HTRF protein-protein interaction, Mint1-CaV2.2; higher % means a stronger effect | inhibition, % at 20 µM; hits with a dose series show IC50 in µM | 290,000 tested, 0.19% active; in the data active = inhibition mostly above about 51%, no sharp cut-off; inconclusive = no clear call, values can overlap the other calls; inactive = mostly below about 53%; also: some results filed as inactive read as strong as hits
SIAH1 antagonists: Siah-1 peptide-binding antagonists, primary screen, biochemical, fluorescence polarization, rhodamine-plectin, uHTS (AID 1817); Siah-1 / rhodamine-plectin peptide fluorescence polarization; higher % means a stronger effect; displacement, % at 20 µM; hits with a dose series show IC50 in µM; 290,000 tested, 0.02% active;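 active = displacement of at least 50% at 20 µM, with a fluorescence ratio check between 0.3 and a set limit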;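 also: plate controls were Siah plus tracer with DMSO for no effect and tracer alone without Siah for full effect; strong numbers were not always called active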
XIAP antagonists: small molecules displacing peptide from XIAP – biochemical, IAP family, fluorescence polarization (AID 1018); XIAP BIR domain, fluorescence polarization peptide displacement; higher % means a stronger effect; displacement, % at 20 µM, or IC50 in µM where a hit was titrated; 200,000 tested, 0.007% active; in the data active = displacement above about 50%; also: a part of the inactive calls stands beside numbers as strong as those of hits
Hep lipid drop cells 6.5 µM: recorded beside Hep lipid drop, whose call it bears; cell count; measured here: cell count, cytotoxicity flag;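 cells counted across two imaged fields per well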
Dengue-2 NS5 capping pilot replicate: further read-out of Dengue-2 NS5 capping, marked with its call; inhibition, %; measured here: pilot screen replicate inhibition
Myeloid diff MLP GFP+ MAC1+ %: recorded beside Myeloid diff MLP, whose call it bears; GFP+ MAC1+ double positive, %; measured here: differentiation confirmed by MAC1 staining
Active calls of the source: *; i = inactive; ? = inconclusive; . = not tested or not shown; + = active, no number. Rule as the data show it, unless noted: active = inhibition above about 50%; inactive = the rest.

SMILES	Dengue-2 NS5 capping	HIV peptide binding	LYP phosphatase	NOD2 inhibition	Myeloid diff MLP	Myeloid diff MLP GFP+ MAC1+ %	Hep lipid drop	Hep lipid drop cells 6.5 µM	AID2073	SIAH1 antagonists	XIAP antagonists	others
COc1ccc(OC)c(/C=N/NC(=O)CNC(=O)c2ccc(S(=O)(=O)N3CCCC3)cc2)c1	-3%	-0.1%	1%	0%	i	0.3	-21	683	14%	1%	-3.5%
Cn1cc(CNC(=O)c2ccc3nc(Cc4ccccc4F)oc3c2)cn1	0%	1.1%	0%	-40%	i	0.0	8	756	1%	-2%	.
O=S(=O)(NC1=NCCC1)c1cccs1	-8%	0.0%	-1%	16%	i	5.7	-3	690	13%	1%	-3.4%
O=C1N/C(=N\N=C\c2ccco2)SC1Cc1ccccc1[N+](=O)[O-] (centres undefined)	0%	-1.1%	3%	-10%	i	1.2	5	722	-40%	1%	.
O=C1CNC(=S)N1CCOc1ccccc1	2%	-1.1%	-8%	14%	i	0.7	1	579	-17%	-9%	.
CCC(Sc1nc2ccsc2c(=O)n1Cc1ccc(C(=O)O)cc1)C(=O)Nc1ccc(C)c(Cl)c1 (centres undefined)	15%	20µM*	-6%	23%	i	2.7	-17	714	46%	9%	.
COc1cccc(/C=N/Nc2ncnc3c2ncn3Cc2ccccc2)c1O	-2%	9.3%	-9%	17%	i	0.6	12	621	9%	-11%	-3.7%
O=Cc1c(SCCO)nc2ccccn2c1=O	-5%	-1.2%	2%	2%	i	0.2	8	731	9%	4%	.
COC(=O)c1cccc(C(=O)Nc2ccc(C)cc2Br)n1	2%	-2.3%	-2%	-14%	i	6.3	.	.	-14%	6%	-2.9%
COC(=O)[C@@H](NC(=O)CCc1nnc(-c2ccsc2)o1)C(C)C	-1%	-1.4%	-9%	10%	i	0.4	19	793	-1%	6%	-12%
COc1ccc(CCNC(=O)Nc2cccc([N+](=O)[O-])c2)cc1OC	-5%	-3.1%	-7%	5%	i	0.2	-3	622	2%	-1%	-5.8%
COc1ccc(C)cc1NC(=S)NC(C)c1ccc(OC)c(OC)c1 (centres undefined)	-9%	-0.3%	-1%	-12%	i	0.8	-46	698	-13%	2%	-1.5%
COc1ccc(NC(=O)C(C)Sc2ccccc2)cc1 (centres undefined)	-15%	7.3%	-6%	-3%	i	1.8	10	731	1%	-3%	-7.5%
Cc1nnc2sc(SCC(=O)Nc3ccc(Br)cc3)nn2c1=O	-3%	-1.8%	-1%	-27%	i	0.4	3	669	-13%	-6%	-6.0%
COc1ccccc1OCCNC(=O)Nc1ccc(Br)cc1	-4%	0.1%	-3%	8%	i	0.3	-2	674	-1%	2%	-4.3%

Overlap with the part before: 5 compounds, then new ones.
SMILES	Dengue-2 NS5 capping	HIV peptide binding	LYP phosphatase	NOD2 inhibition	Myeloid diff MLP	Myeloid diff MLP GFP+ MAC1+ %	Hep lipid drop	Hep lipid drop cells 6.5 µM	AID2073	SIAH1 antagonists	XIAP antagonists	others
COc1ccc(CCNC(=O)Nc2cccc([N+](=O)[O-])c2)cc1OC	-5%	-3.1%	-7%	5%	i	0.2	-3	622	2%	-1%	-5.8%
COc1ccc(C)cc1NC(=S)NC(C)c1ccc(OC)c(OC)c1 (centres undefined)	-9%	-0.3%	-1%	-12%	i	0.8	-46	698	-13%	2%	-1.5%
COc1ccc(NC(=O)C(C)Sc2ccccc2)cc1 (centres undefined)	-15%	7.3%	-6%	-3%	i	1.8	10	731	1%	-3%	-7.5%
Cc1nnc2sc(SCC(=O)Nc3ccc(Br)cc3)nn2c1=O	-3%	-1.8%	-1%	-27%	i	0.4	3	669	-13%	-6%	-6.0%
COc1ccccc1OCCNC(=O)Nc1ccc(Br)cc1	-4%	0.1%	-3%	8%	i	0.3	-2	674	-1%	2%	-4.3%
Cc1cc(/C=C2\SC(=S)N(Cc3ccco3)C2=O)c(C)n1-c1ccccc1	-43%	44%	4%	38%	+	15*	42	683	43%	16%	2.0%
COc1cc2c(cc1OC)CN(C(=O)CN(C)S(=O)(=O)c1ccc(NC(C)=O)cc1)CC2	-5%	-2.1%	-6%	20%	?	.	-2	876	18%	1%	.
COCCN(Cc1cc2cc(C)cc(C)c2nc1Cl)C(=O)Nc1ccccc1	-8%	-1.1%	1%	-6%	i	2.2	-4	669	-2%	4%	1.8%
OCCNc1nc2ccccc2n1-c1ncnc2sc3c(c12)CCC3	-6%	-1.5%	-12%	19%	i	1.3	-16	712	-4%	-2%	-2.3%
S=c1nccc(-c2ccc(Cl)cc2)[nH]1	.	-1.5%	-4%	-8%	i	0.6	-13	670	-19%	2%	.
CCC(C(=O)Nc1ccc(S(=O)(=O)Nc2ncccn2)cc1)c1ccccc1 (centres undefined)	-2%	1.3%	-6%	-4%	i	0.3	-8	787	-3%	1%	.
COc1ccccc1NC(=O)C1CCN(C(=O)c2ccc(C(C)(C)C)cc2)CC1	-3%	1.8%	-4%	0%	?	.	-9	748	0%	-8%	.
Cc1nc(N/N=C/c2ccc(Br)cc2)cc(N2CCOCC2)n1	0%	0.6%	-3%	4%	i	0.2	24	629	10%	1%	.
CCOC(=O)COc1c(Br)cc(/C=C2\SC(=O)N(CC(=O)N3CCCC3)C2=O)cc1OC	-1%	0.4%	-8%	23%	i	0.3	-2	767	1%	1%	-9.4%
Cc1ccc2nc(C(F)(F)F)c(C#N)c(N)c2c1	-1%	0.4%	-5%	44%	i	0.2	8	720	4%	-2%	-8.2%
CCOc1ccc(S(=O)(=O)N/N=C\c2ccc3c(c2)OCO3)cc1	-6%	-0.8%	-7%	23%	i	0.4	-4	825	2%	3%	.
C=CCOc1cccc(CNc2cccc(C(=O)O)c2)c1	10%	3.3%	-9%	-68%	i	0.4	2	769	3%	3%	.
Cc1nn2c(N3CCN(C)CC3)c3c(nc2c1-c1ccccc1)CCCC3	.	0.3%	-5%	9%	i	0.2	39	727	-3%	9%	.
CCc1ccc(/C=C\C(=O)N2CCc3ccccc3C2)cc1	-6%	0.5%	-10%	-30%	i	0.9	.	.	22%	1%	-2.2%
C[C@]1(C(=O)NCc2cc(F)cc(C(F)(F)F)c2)C=C[C@@H](Cc2ccccc2)N1C(=O)c1ccccc1	1%	2.7%	0%	3%	i	2.2	-30	689	-3%	-5%	-25%
CC(=O)Nc1ccc2nc(NC(=O)COc3ccc(C)cc3)sc2c1	2%	1.0%	-7%	-8%	i	0.7	25	725	32%	3%	-3.7%
COc1ccc(Nc2nc(C)cc(C)c2C#N)c(OC)c1	-7%	0.2%	-7%	17%	i	0.2	-3	816	23%	13%	.	Dengue-2 NS5 capping pilot replicate=0.6
COCCN(C(=O)c1snc(C(N)=O)c1N)C(C(=O)NC1CCCCC1)c1ccc(OC)c(OC)c1 (centres undefined)	-11%	0.0%	-13%	18%	i	0.9	.	.	0%	0%	.
COc1ccc(C(=O)CC(=O)C(=O)Nc2ccc(C)c(C)c2)cc1	5%	3.8%	4%	-8%	i	0.9	.	.	20%	0%	.
CCC(=O)N(CCC(c1ccc(C)cc1)c1ccco1)Cc1ccco1 (centres undefined)	-12%	11%	8%	13%	i	2.8	3	705	35%	26%	.
N#Cc1sc2nc(N3CCCCC3)c3c(c2c1N)CCCC3	-6%	24%	5%	16%	i	0.8	24	761	22%	5%	-5.8%
O=C(Cn1ncc2c3ccccc3n(Cc3cccc(Cl)c3)c2c1=O)NCc1ccccn1	-46%	4.4%	-5%	29%	i	1.2	-1	672	21%	17%	.
Cc1ccc(SCc2nnc(N)s2)cc1	-1%	2.4%	-1%	3%	i	1.1	13	772	7%	3%	-1.3%
CC1(C)CC(=O)C=C(NCCN2CCN(C(=O)Nc3ccc(Cl)c(Cl)c3)CC2)C1	-5%	2.2%	-12%	-2%	i	0.4	-2	725	-6%	0%	-3.8%
CCn1c(CNc2nc(-c3ccccc3)cs2)nnc1SCC(=O)NCc1ccco1	-8%	-3.4%	-1%	2%	i	0.5	.	.	-6%	0%	-4.8%
COC(=O)c1c(C)[nH]c(C(=O)/C=C/c2ccccc2)c1C	-8%	7.5%	-5%	-101%	+	0.9*	-7	576	16%	18%	-9.8%
Cc1ccn2cc(-c3cccc(NC(=O)C(C)C)c3)nc2c1	-2%	0.7%	-4%	-49%	i	0.4	2	692	9%	0%	-0.6%
COCCCNc1ncnc2c1[nH]c1ccccc12	.	-3.5%	-4%	-4%	.	.	.	.	-7%	1%	-9.9%
Cc1ccc(N(CC(=O)NC(C)(C)C)C(=O)CNC(=O)c2cccs2)cc1C	.	-1.7%	-8%	-2%	i	0.5	0	729	-3%	2%	-7.5%
CCC(C)Nc1cc(C)nc2ncnn12 (centres undefined)	-10%	-1.0%	-10%	13%	i	0.7	-11	662	-4%	10%	-2.5%

Of the compounds above, these contain a COOH group.
SMILES	Dengue-2 NS5 capping	HIV peptide binding	LYP phosphatase	NOD2 inhibition	Myeloid diff MLP	Myeloid diff MLP GFP+ MAC1+ %	Hep lipid drop	Hep lipid drop cells 6.5 µM	AID2073	SIAH1 antagonists	XIAP antagonists	others
CCC(Sc1nc2ccsc2c(=O)n1Cc1ccc(C(=O)O)cc1)C(=O)Nc1ccc(C)c(Cl)c1 (centres undefined)	15%	20µM*	-6%	23%	i	2.7	-17	714	46%	9%	.
C=CCOc1cccc(CNc2cccc(C(=O)O)c2)c1	10%	3.3%	-9%	-68%	i	0.4	2	769	3%	3%	.

From PubChem BioAssay

The list is partial, so the mix of outcomes need not match the whole.
